Screening results (PubChem)
TDP1 inh – blocks human tyrosyl-DNA phosphodiesterase 1 | Q9NUW8 | recombinant TDP1, AlphaScreen DNA substrate cleavage | Potency, µM (series often up to 130 µM), without a hit: at the top dose activity change, negative = inhibition, actives largely listed as inhibitors | hit rate 0.28% among 350,000 | AID 485290; further: nearly all actives have a fitted effect of over 40% in size
Target sequence (Q9NUW8 whole entry, looked up): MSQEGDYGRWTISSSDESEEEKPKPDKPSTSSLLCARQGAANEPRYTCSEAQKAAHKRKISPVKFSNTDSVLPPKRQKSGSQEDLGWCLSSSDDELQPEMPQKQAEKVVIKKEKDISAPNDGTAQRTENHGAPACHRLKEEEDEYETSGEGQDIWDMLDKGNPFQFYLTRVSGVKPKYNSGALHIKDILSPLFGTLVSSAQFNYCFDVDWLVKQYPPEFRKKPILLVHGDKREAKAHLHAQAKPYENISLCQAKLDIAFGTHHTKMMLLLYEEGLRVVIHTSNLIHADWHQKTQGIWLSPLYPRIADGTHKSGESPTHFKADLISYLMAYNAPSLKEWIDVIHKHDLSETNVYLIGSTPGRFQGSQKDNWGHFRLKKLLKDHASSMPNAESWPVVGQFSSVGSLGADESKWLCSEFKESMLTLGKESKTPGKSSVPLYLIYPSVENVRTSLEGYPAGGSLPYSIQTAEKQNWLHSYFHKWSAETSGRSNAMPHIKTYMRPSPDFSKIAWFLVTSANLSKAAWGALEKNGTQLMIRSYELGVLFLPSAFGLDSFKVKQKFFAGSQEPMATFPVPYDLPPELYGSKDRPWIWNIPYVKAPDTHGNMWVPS
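Tdp1 1 nM final; 15 min RT w/ cpd; substrate 15 nM, 5 min; beads 10 ug/ml, 10 min; AlphaScreen read. Neg ctrl: no enzyme.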
FEN1 inh – inhibitors of human flap endonuclease 1; Potency, µM (top dose mostly 114 µM), for inactives: at the highest dose activity change, negative = inhibition, actives largely listed as inhibitors; P39748; hit rate 0.35% among 390,000; Recombinant FEN1 flap cleavage, fluorescence, 15 min; further: nearly all actives have a fitted effect of over 65% in size
Target sequence (P39748 whole entry, looked up): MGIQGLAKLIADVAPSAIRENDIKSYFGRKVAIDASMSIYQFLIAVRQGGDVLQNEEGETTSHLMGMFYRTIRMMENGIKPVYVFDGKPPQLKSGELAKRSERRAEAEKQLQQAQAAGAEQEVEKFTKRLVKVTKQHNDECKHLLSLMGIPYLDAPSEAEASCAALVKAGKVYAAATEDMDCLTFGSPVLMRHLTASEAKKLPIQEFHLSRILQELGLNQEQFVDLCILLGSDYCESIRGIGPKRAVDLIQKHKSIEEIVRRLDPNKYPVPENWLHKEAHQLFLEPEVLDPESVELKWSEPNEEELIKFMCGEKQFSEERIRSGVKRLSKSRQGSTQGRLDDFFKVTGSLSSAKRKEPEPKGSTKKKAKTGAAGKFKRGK
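With each library titrated from low to high concentration, compounds met 10 nM FEN1 for 15 min at room temperature before 50 nM substrate was added; readings at 0 and 15 min fed four-parameter Hill curve fits.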
N370S GC – N370S glucocerebrosidase modulation, Gaucher chaperone candidate | P04062 | N370S GC spleen homogenate, 4MU-glucoside fluorescence | Potency, µM (titrated, usually from 59.4 µM), without a hit: at the highest dose activity change, negative = inhibition, most hits filed as inhibitors | hit rate 0.092% among 330,000;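 further: 0% = full enzyme activity and -100% = no enzyme basal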
An asterisk follows results filed as active; ? = inconclusive; . = no result given; & = joins results of further samples; [ ] = dose if it differs, or a comment. The call rests on the fitted dose curve; in most records, active means well fitted curve in the direction sought with a large enough effect; inconclusive means small, poorly fitted or top-dose-only effect, or another doubt; inactive means no such curve, though single readings can be large; an effect the other way counts as inactive or inconclusive. Unless noted, on the % scale 0 is the no-effect control and ±100 the full control effect; potency means the concentration at half of the fitted maximal effect.

1: COc1ccc(NC2CCCN(C(=O)c3ccc4nc(C)c(C)nc4c3)C2)cc1OC (stereo not given)
2: N#CC1=C(N)Oc2c(ccc3cccnc23)C1c1cccnc1 (stereo not given)
3: Cc1ccc(SCC(=O)N(Cc2nc(-c3ccccc3)no2)C(C)C)cc1
4: Cc1nn(CC(=O)N2CCC(N3CCCCC3)CC2)c(=O)c2c1sc1ccccc12
5: CC(C)N1C(=O)CC2(CC[N+](C)(CCOC(=O)C(c3ccccc3)c3ccccc3)CC2)C1=O (stereo not given)
6: CCc1nc2ccccc2c(C(=O)Nc2ccc(F)cc2)c1C
7: Cc1c(C(=O)NCc2ccc(Cl)cc2)sc2nc3n(c(=O)c12)CCCC3
8: CC(=O)c1cc(C)ccc1OC(=O)CN1C(=O)c2ccccc2C1=O
9: CC(=O)c1cccc(NC(=O)CCc2nc3cccnc3n2Cc2cccs2)c1
10: COc1cccc(-c2nc(N3CCCCC3C)c3ccccc3n2)c1O (stereo not given)
assay / compound,1,2,3,4,5,6,7,8,9,10
TDP1 inh,4.5%,-0.2%,-4.7%,2.7%,0.0%,3.6%,2.6%,.,6.4%,8.3%
FEN1 inh,14.9%,2.2%,2.7%,14.5%,4.8%,4.3%,-5.5%,3.1%,-8.8%,-4.2%
N370S GC,1.2%,-18.9%,?,1.1%,2.3%,2.1%,.,-4.9%,.,9.2%

11: O=C(NCc1ccccc1Cl)C1CCN(S(=O)(=O)N2CCCCCC2)CC1
12: O=C1NN(c2ccccc2)C(=O)/C1=C/c1ccc(Sc2ccc(Cl)cc2)o1
13: Cc1ccc(NC(=O)Cn2c(=O)n(-c3ccccc3)c(=O)c3c4c(sc32)CCCC4)cc1
14: COc1ccc(CN2CCN(CC=C(C)C)C(CCO)C2)cc1Cn1cncn1 (stereo not given)
15: COc1ccc(NC(=O)c2ccco2)cc1NC(=O)COc1ccc(Cl)cc1C
16: CC(C)(C)SCCNC(=O)c1cccc([N+](=O)[O-])c1
17: O=C(N/N=C/C=C/c1ccc2c(c1)OCO2)c1ccc([N+](=O)[O-])cc1
18: COc1ccc(C2(CNC(=O)C(=O)Nc3ccccc3C)CCCC2)cc1OC
19: COc1ccccc1N1CCN(C(=O)c2cccc(Oc3ccccc3)c2)CC1
20: COC(=O)c1cc(NS(=O)(=O)c2ccc3c(c2)OCCO3)ccc1Cl
assay / compound,11,12,13,14,15,16,17,18,19,20
TDP1 inh,-4.0%,5.0%,0.9%,6.0%,0.0%,2.2%,0.0%,2.3%,2.3%,6.3%
FEN1 inh,-0.3%,-16.3%,-5.2%,0.9%,-8.6%,-8.5%,-0.5%,-21.6%,-7.6%,-11.8%
N370S GC,-25.6%,3.4%,.,-8.4%,.,2.2%,-9.8%,.,-4.8%,.

5 entries from above, with bars between the fields:
No. | SMILES | TDP1 inh | FEN1 inh | N370S GC
12 | O=C1NN(c2ccccc2)C(=O)/C1=C/c1ccc(Sc2ccc(Cl)cc2)o1 | 5.0% | -16.3% | 3.4%
14 | COc1ccc(CN2CCN(CC=C(C)C)C(CCO)C2)cc1Cn1cncn1 (stereo not given) | 6.0% | 0.9% | -8.4%
16 | CC(C)(C)SCCNC(=O)c1cccc([N+](=O)[O-])c1 | 2.2% | -8.5% | 2.2%
19 | COc1ccccc1N1CCN(C(=O)c2cccc(Oc3ccccc3)c2)CC1 | 2.3% | -7.6% | -4.8%
10 | COc1cccc(-c2nc(N3CCCCC3C)c3ccccc3n2)c1O (stereo not given) | 8.3% | -4.2% | 9.2%

An excerpt from above in order of length of the SMILES, ascending.
19: COc1ccccc1N1CCN(C(=O)c2cccc(Oc3ccccc3)c2)CC1
11: O=C(NCc1ccccc1Cl)C1CCN(S(=O)(=O)N2CCCCCC2)CC1
13: Cc1ccc(NC(=O)Cn2c(=O)n(-c3ccccc3)c(=O)c3c4c(sc32)CCCC4)cc1
assay / compound,19,11,13
TDP1 inh,2.3%,-4.0%,0.9%
FEN1 inh,-7.6%,-0.3%,-5.2%
N370S GC,-4.8%,-25.6%,.

Further entries follow:
21: O=[N+]([O-])c1cccc(-c2nnc3n2CCCCC3)c1
22: Cc1ccccc1NC(=O)CSc1nc2ccccc2c(=O)n1CC1CCCO1 (stereo not given)
23: C=CCn1c(SCc2cc(=O)n3ccsc3n2)nnc1C1CCCCC1
24: O=C(NC1CCCCC1)N1CCN(c2ccc([N+](=O)[O-])cc2)CC1
25: CCn1c(SCC(=O)N(C)CC(=O)Nc2ccc(OC)cc2)nnc1-c1ccco1
26: CCCCc1nn2c(=O)cc(COC(=O)c3cccc(NC(=O)COc4ccccc4)c3)nc2s1
27: O=C(NC1CCS(=O)(=O)C1)c1cccc(Cl)c1 (stereo not given)
28: COc1ccccc1/C=C/C(=O)OCC(=O)Nc1ccccc1Sc1ccccc1
29: Cc1ccc(C)c(S(=O)(=O)N2CCN(C(=O)c3cccnc3)CC2)c1
30: Cc1ccc(C(=O)OCN2C(=O)c3ccccc3C2=O)cc1S(=O)(=O)N1CCOCC1
assay / compound,21,22,23,24,25,26,27,28,29,30
TDP1 inh,10.5%,-3.3%,-6.6%,2.4%[56.1 µM],-4.8%,-1.2%,-20.5%[0.505 µM],0.0%,1.6%,.
FEN1 inh,15.2%,5.1%,-8.6%,-1.3%,2.0%,20.5%,13.8%,-2.9%,44.2%[activator],-3.5%
N370S GC,-19.7%,4.1%,3.8%,-8.2%,-12.6%,.,0.4%,7.4%,-4.8%,0.1%

31: CCC(CC)c1nn2c(N)c(/C=C3\C=Nc4ccccc43)c(=O)nc2s1
32: COC(=O)c1cc(Cl)cc2c(C)c(C3(O)CCCCC3)[nH]c12
33: Cc1cc(-c2ccccc2)c2c(=O)[nH][nH]c2n1
34: COc1cc(OC)c(OC)cc1CNC(=O)CCN1C(=O)c2cccc([N+](=O)[O-])c2C1=O
35: COc1cc(OC)c(C2C=C(c3ccc(C)cc3)Nc3c(C(=O)Nc4ccccc4)cnn32)cc1OC (stereo not given)
36: Oc1ccc(N=Cc2ccc(-c3cccs3)s2)cc1
37: CC(NCc1ccc(OCC(N)=O)cc1)C12CC3CC(CC(C3)C1)C2 (stereo not given)
38: COc1cccc(/C=C/c2nc3ccccc3c(=O)n2-c2ccc(C)c(C)c2)c1OC
39: Cc1cc(C)n(CCNC(=O)c2ccco2)n1
40: CCOc1ccc(NC(=O)c2ccccc2NS(C)(=O)=O)cc1
assay / compound,31,32,33,34,35,36,37,38,39,40
TDP1 inh,-2.6%,.,0.0%,2.8%,9.1%,2.0%,.,2.6%,13.1%,2.3%
FEN1 inh,1.9%,-7.2%,-4.0%,-3.0%,4.3%,?,39.4%,4.5%,0.2%,6.8%
N370S GC,-3.8%,?,25.4%,-14.6%,.,12.3%[2.35 µM],-0.3%,.,-1.9%,-1.6%

41: C=CCN(C(=O)c1csnn1)C(C(=O)NC1CCCC1)c1ccc(Cl)cc1 (stereo not given)
42: Cc1ccccc1-c1cc(C(=O)NCc2cccc(Br)c2)nn1CC1CC(c2cccc([N+](=O)[O-])c2)=NO1 (stereo not given)
43: COc1ccccc1C(CNC(=O)c1cccc(NS(=O)(=O)c2ccc(C)c(F)c2)c1)N(C)C (stereo not given)
44: O=C(CSc1nnc(-c2ccc(Br)o2)n1Cc1ccccc1)c1ccccc1F
45: CCOC(=O)N1CCN(C(=O)c2ccc([N+](=O)[O-])cc2Cl)CC1
46: O=S(=O)(c1ccc(OCC(O)CN2CCN(c3ccc(F)cc3)CC2)cc1)N1CCOCC1 (stereo not given)
47: COc1ccc(C)cc1N(C)C(=O)c1c2c(nc3ccccc13)C(=O)N(C1CCCCC1)C2
48: COC(=O)CSc1nc(C)cc(C)n1
49: CCOC(=O)CNNC(=O)Nc1ccc(Cl)c(Cl)c1
50: Cc1ccc(CN2CC(C(=O)Nc3ccc(S(=O)(=O)Nc4cc(C)nc(C)n4)cc3)CC2=O)cc1 (stereo not given)
assay / compound,41,42,43,44,45,46,47,48,49,50
TDP1 inh,.,2.4%,.,5.6%,.,2.1%,8.4%,8.4%,1.3%,4.9%
FEN1 inh,1.9%,-9.7%,7.5%,4.5%,2.7%,-6.2%,-15.5%,0.8%,-0.7%,10.9%
N370S GC,-7.2%,.,-2.3%,?,-3.9%,-3.7%,.,5.6%,12.5%,-2.3%

51: CCOC(=O)N1CCC2(CC1)CC(=O)c1c(ccc3oc(C(=O)O)c(C)c13)O2
52: CCCN(CC(=O)Nc1c(C)cccc1CC)C(=O)SCC
53: COc1ccc(OC)c(NC(=O)C2CCCN(S(C)(=O)=O)C2)c1 (stereo not given)
54: CC(C)Oc1ccc(CNC(=O)c2ccc(NC(=O)c3nsc4ccccc34)cc2)cc1
55: Cc1ccc(S(=O)(=O)CC(=O)NCc2ccc(Cl)cc2)cc1
56: Cc1cc(Cl)ccc1NS(=O)(=O)c1c(C(=O)N2CCCCCC2)c(C)n(C)c1C
57: COC(=O)c1ccc(OC)c(CN2CCCN(Cc3ccc(F)cc3)S2(=O)=O)c1
58: CCN1C(=O)[C@@H]2[C@@H](c3ccc(SC4CCCCC4)cc3)N3CCC[C@@]3(C(=O)OC)[C@@H]2C1=O
59: COC(=O)c1ccccc1NC(=S)N(Cc1ccc2c(c1)OCO2)Cc1cc2cc(C)ccc2[nH]c1=O
60: Cc1ccc(NC(=S)N(Cc2ccc(Br)cc2)Cc2ccc(C(=O)O)cc2)cc1C
assay / compound,51,52,53,54,55,56,57,58,59,60
TDP1 inh,-1.0%,-0.5%,4.3%,-5.4%,0.3%,4.5%,.,5.3%,-1.4%,-2.3%
FEN1 inh,31.3%,-2.0%,-1.8%,-6.5%,16.2%,-9.1%,-15.4%,-2.0%,-0.4%,-11.9%
N370S GC,-2.7%,-1.4%,-5.6%,.,.,.,7.5%,1.1%,0.4%,4.4%

61: Cc1ccc(/C=C\c2nccc3c2[nH]c2ccccc23)cc1
62: FC(F)(F)c1cc(C(F)(F)F)c2ccc(N3CCN(c4ccccc4)CC3)nc2n1
63: CNc1cccc2c1C(=O)c1ccccc1C2=O
64: CC(C)Nc1ccc(C(CC(N)=O)NC(=O)c2ccccc2)cc1[N+](=O)[O-] (stereo not given)
65: Cc1ccc(C2=NN(C(=O)CN3CCN(C4CCS(=O)(=O)C4)CC3)C(c3ccco3)C2)cc1 (stereo not given)
66: COc1ccc(S(=O)(=O)N(CC(C)C)C2CCS(=O)(=O)C2)cc1OC (stereo not given)
67: O=C(Nc1ccc(Br)cc1F)c1cccnc1
68: Cc1ccc(NC(=O)c2csnn2)c(C)c1
69: CC(=O)N1c2ccc(S(=O)(=O)N3CCC(C(=O)NC4CCCCC4C)CC3)cc2CC1C (stereo not given)
70: Cc1cccc(Nc2nc(-c3ccc(F)cc3)cs2)n1
assay / compound,61,62,63,64,65,66,67,68,69,70
TDP1 inh,0.1%&2.7%,-1.0%,6.9%,.,0.5%[56.1 µM],0.3%,-1.9%,-5.5%,.,7.5%
FEN1 inh,?,6.8%,-16.0%,17.1%,-5.2%,2.6%,-11.6%,7.4%,-5.4%,-13.3%
N370S GC,-4.6%,9.7%,3.0%,-0.5%,.,3.1%,13.8%,3.9%,-4.6%,-11.7%

71: COc1ccc(OC)c(N/C(N)=N/c2nc(C)cc(C)n2)c1
72: Cc1ccc(-n2nc3c(N4CCC(C(=O)NCCC(C)C)CC4)nnc(C)c3c2C)cc1
73: CCc1ccccc1OCC(=O)N(CC)CC(=O)NCc1ccc(F)cc1
74: Cc1ccccc1NC(=O)Cn1c(=O)n(Cc2ccco2)c(=O)c2cccnc21
75: O=C(Nc1nnc(S(=O)(=O)N2CCCCCC2)s1)c1ccccc1F
76: Cc1cc(C)c(S(=O)(=O)N2CCN=C2c2ccccc2)cc1C
77: CCN(CC)C(=O)c1cc(C(C)(C)C)c(O)c(C(C)(C)C)c1
78: COc1ccc(C(=O)NCC(=O)OCC(=O)NCc2ccco2)cc1
79: C/C(CC(=O)NC1CCCCCC1)=N\NC(=O)c1cnccn1
80: Cc1cccc(CCNC(=O)c2nnc(Cc3ccc(Cl)cc3)o2)c1
assay / compound,71,72,73,74,75,76,77,78,79,80
TDP1 inh,.,5.6%,2.7%,-1.0%,13.0%,4.2%,-2.6%,-17.5%,5.1%,-1.3%
FEN1 inh,-21.0%,12.3%,2.3%,?,-4.3%&10.2%,-6.5%,1.6%,20.3%,3.8%,0.4%
N370S GC,-4.9%,.,3.2%,.,-13.0%,-6.1%,-14.4%,.,0.9%,1.1%
